Screening data from PubChem.
H9c2 protect – cardioprotection against H2O2-induced cell death, primary screen, uHTS, H9c2 cells, ATPLite luminescence. H9c2 cardiomyocytes, H2O2 injury protection, 2 h. hit rate 0.63% among 360,000. protection from H2O2 cell death, % at 20 µM;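 active = compounds giving at least 50% protection of heart cells from peroxide-induced death in the single-dose screen, raw or plate-pattern-corrected value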;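 also: 0% = DMSO wells with peroxide and 100% = DMSO wells without peroxide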
MC4R antag cAMP – MC4R antagonists of cAMP signaling, primary screen, cell-based, TR-FRET, antagonist arm of biased-ligand search. MC4R-expressing cells, MTII-stimulated cAMP, LANCE TR-FRET. hit rate 0.48% among 360,000. inhibition, % at 6.5 µM. Melanocortin receptor 4 (Homo sapiens), P32245;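 active = inhibition above its plate's cutoff, the mean of tested wells on that plate plus 3 SD, cut at about 29% in these data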;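 also: 0% = Melanotan II alone and 100% = Melanotan II plus saturating MCL0020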
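Assay system: U2OS-MC4R stable cell line; Also added: Melanotan II; Technique: Eu-cAMP/anti-cAMP TR-FRET, emission 671 nm; Times: 30-min compound, 1-h challenge, 1-h detection, room temperature.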
TLR9-MyD88 inh – inhibitors of TLR9-MyD88 association in cells, primary screen, cell-based, CHO, BLA complementation, fluorescence; CCF4 FRET ratio; inhibition, % at 4.98 µM; hit rate 0.21% among 340,000;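 active = inhibition above the mean over all tested compounds plus 3 SD, cut at about 21% in these data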;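 also: 0% = DMSO only wells and 100% = clavulanate BLA inhibitor control wells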
NOD2-RIPK2 inh – NOD2-RIPK2 binding disruptors in cells, primary screen, fluorescence, CHO cells, BLA complementation | Receptor-interacting serine/threonine-protein kinase 2 (Homo sapiens), O43353 | CCF4 ratio | inhibition, % at 4.98 µM | hit rate 0.38% among 360,000; in the data active = inhibition above about 21%;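 also: 0% = vehicle only and 100% = reference blocker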
ABHD5-PLIN5 inh – ABHD5-PLIN5 interaction inhibitors, primary screen, cell lysate, split luciferase complementation, luminescence; AID 602281, 2012; inhibition, % at 4 µM; hit rate 0.78% among 360,000; Perilipin-5 (Homo sapiens) + 1-acylglycerol-3-phosphate O-acyltransferase ABHD5 (Homo …; Split G. princeps luciferase complementation, 4 h;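 active = inhibition above the mean inhibition across every tested compound plus 3 SD, cut at about 22% in these data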;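 also: 0% = DMSO only wells and the 100% control is not disclosed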
Target sequence (Q00G26 whole entry, looked up): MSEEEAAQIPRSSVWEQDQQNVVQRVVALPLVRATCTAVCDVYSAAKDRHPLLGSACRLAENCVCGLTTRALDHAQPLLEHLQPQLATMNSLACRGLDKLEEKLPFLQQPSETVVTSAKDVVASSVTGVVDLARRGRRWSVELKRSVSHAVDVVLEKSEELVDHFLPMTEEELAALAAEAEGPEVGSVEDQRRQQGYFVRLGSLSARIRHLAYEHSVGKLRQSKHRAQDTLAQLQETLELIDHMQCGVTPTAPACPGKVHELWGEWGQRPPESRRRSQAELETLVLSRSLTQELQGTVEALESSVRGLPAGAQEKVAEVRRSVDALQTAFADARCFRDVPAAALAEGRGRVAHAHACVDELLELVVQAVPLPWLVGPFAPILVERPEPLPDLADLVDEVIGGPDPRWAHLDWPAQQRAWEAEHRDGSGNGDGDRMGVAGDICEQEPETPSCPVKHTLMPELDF
Target sequence (Q8WTS1 whole entry, looked up): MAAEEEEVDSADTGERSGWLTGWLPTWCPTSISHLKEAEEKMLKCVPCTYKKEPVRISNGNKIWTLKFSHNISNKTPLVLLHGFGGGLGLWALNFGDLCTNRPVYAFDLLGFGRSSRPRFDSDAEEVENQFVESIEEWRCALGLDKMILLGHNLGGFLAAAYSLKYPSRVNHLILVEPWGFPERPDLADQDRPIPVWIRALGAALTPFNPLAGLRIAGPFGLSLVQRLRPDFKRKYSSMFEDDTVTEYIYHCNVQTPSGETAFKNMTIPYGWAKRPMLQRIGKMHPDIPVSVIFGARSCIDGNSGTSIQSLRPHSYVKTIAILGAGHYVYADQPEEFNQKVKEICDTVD
ABCB6 inh MLPCN – ABCB6 transporter inhibitors, primary screen, K562-ABCB6 cells, flow cytometry, MLPCN library; ATP-binding cassette sub-family B member 6 (Homo sapiens), Q9NP58; K562-ABCB6 porphyrin accumulation, 1 h; stronger effect = lower value; fluorescence ratio to DMSO, % at 10 µM; hit rate 0.19% among 360,000;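 active = fluorescence ratio to DMSO below 75%, the collection mean minus 3 SD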;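 also: signal is porphyrin accumulated inside mitochondria; 100% equals median channel fluorescence of DMSO control wells; lower ratio means ABCB6 inhibition with less porphyrin fluorescence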
NCOA2 inhibitor – inhibition of GAL4-SRC2 driven luciferase reporter, primary screen, SRC2 inhibitor project, cell-based, luminescence | AID 651957, 2012 | HEK293 GAL4-SRC2 luciferase reporter | hit rate 0.17% among 370,000 | Nuclear receptor coactivator 2 (Homo sapiens), Q15596 | inhibition, % at 9 µM;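 active = inhibition above the mean inhibition of all tested compounds plus 3 SD, set per campaign, cut at about 52% in these data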;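 also: 0% = DMSO treated cells and 100% = cells given Gossypol at 36 µM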
N-glyco inh – increase of ERlucT glycosylation luciferase signal, primary screen, N-linked glycosylation inhibitor project, D54 ERlucT cells, luminescence, set 2; D54 ERlucT glycosylation luciferase reporter, 24 h; percent of 100 nM tunicamycin response; reporter increase, % at 12.5 µM; hit rate 0.23% among 360,000; AID 588692, 2011;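 active = mean luciferase reporter signal, scaled so untreated is 0 and the glycosylation-blocking control 100, at or above a set limit in every replicate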;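 also: luciferase carries N-glycosylation sites so blocking glycosylation raises the light; 0% = median of neutral control wells and 100% = median of 100 nM tunicamycin wells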
m5-HT2A agonist – mouse Htr2a agonists via beta-arrestin recruitment, primary screen, cell-based, luminescence | 5-hydroxytryptamine receptor 2A (Mus musculus), P35363 | CHO-K1 mHTR2A beta-arrestin complementation; percent of 30 µM serotonin response | activation, % at 7.6 µM | hit rate 0.66% among 360,000 | AID 624169, 2012;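 active = activation above a run cutoff, the mean activation of all tested compounds plus 3 SD, cut at about 14% in these data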;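 also: 0% = plate median of compound wells and 100% = 30 µM serotonin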
MC4R barr agon – MC4R agonists recruiting beta-arrestin, primary screen, cell-based, luminescence, agonist arm of biased-ligand search; activation, % at 8.9 µM; AID 540308, 2011; U2OS MC4R beta-arrestin complementation; percent of melanotan II response, DMSO zero; hit rate 0.98% among 360,000;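 active = activation above a per-plate cutoff, the mean activation of sample wells on that plate plus 3 SD, cut at about 8% in these data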
Active calls of the source: *; . = not tested or not shown. The list is partial; count on the stated rates, not on these rows.

SMILES	H9c2 protect	MC4R antag cAMP	TLR9-MyD88 inh	NOD2-RIPK2 inh	ABHD5-PLIN5 inh	ABCB6 inh MLPCN	NCOA2 inhibitor	N-glyco inh	m5-HT2A agonist	MC4R barr agon
Cc1sc(NC(=O)COc2cccc(-n3cnnn3)c2)c(C#N)c1C	20	7	-4	-5	-2	84	-10	1	-2	-1.1
COc1cc(OC)c(C2CC(=O)N3CN(c4ccccc4)CSC3=C2C#N)cc1OC (configuration not stated)	-5	3	-3	-3	-22	90	-15	1	-2	0.1
O=C(NN=Cc1ccccc1C(=O)O)C(=O)NN=Cc1ccccc1C(=O)O	-4	-2	5	-8	20	100	9	-1	4	-1.1
Cc1cc([N+](=O)[O-])ccc1NC(=O)Nc1ccccc1F	-8	6	-10	0	0	102	4	-6	8	-1.7
O=C(CSc1nnc(-c2ccncc2)o1)NC1CCCCC1	-3	11	10	3	6	85	0	1	-1	0.3
CCOc1nc(NCCN2CCOCC2)nc(NC(C)C)n1	9	1	8	-15	-6	90	6	2	8	0.1
CN(C(=O)CSc1nc(C2CC2)nc2ccccc12)c1nc(-c2ccccc2)cs1	-2	-8	3	-4	6	85	-14	4	-3	-0.8
CCn1cc(/C=C(\NC(=O)c2ccc(OC)c(OC)c2)C(=O)NCCCN2CCOCC2)c2ccccc21	2	5	-2	8	15	96	4	2	2	1.9
Cc1ccc(NC(=O)CN2C(=O)NC3(CCCC3)C2=O)nc1	4	0	2	0	-10	98	-21	-1	-4	-0.2
COc1cc(=O)n(C)c2c(O)cccc12	19	-2	-12	9	3	101	-30	2	-2	-2.9
C=CCNC(=O)CN1CCC(O)(c2ccc(F)cc2)CC1	-5	3	-4	3	2	95	-45	-1	3	-0.3
CSc1nc2sc3c(c2c2nncn12)CCC3	5	-11	-5	-7	5	100	6	2	3	-1.1
OC(COc1ccc(Cl)cc1)CN1CCN(c2ccccc2)CC1 (configuration not stated)	0	2	-7	-8	5	96	-13	2	-6	-0.4
Cc1sc(NC(=O)c2ccco2)c(C(c2ccc(F)cc2)N2CCN(C)CC2)c1C (configuration not stated)	19	5	-5	6	7	101	.	-6	-4	-1.1
COc1cc(OC)c(C(=O)OCC(=O)NCCC2=CCCCC2)cc1OC	-1	5	6	-1	1	80	-35	0	-7	-2.0
CC1CN(C(=O)COC(=O)c2ccccc2O)CC(C)O1 (configuration not stated)	1	-1	5	0	5	123	-19	1	11	0.6
COc1ccc(CN2CCn3ncc(C(=O)Nc4cccc(C)c4)c3C2=O)cc1	-20	2	-4	-6	0	91	4	2	-7	-1.7
CN(C)c1ccc(C=Nc2cnn(C)c2C(N)=O)cc1	9	-1	6	-6	-15	93	-22	6	-2	-1.5
CC(=O)NC(c1ccccc1)c1nc(-c2cccc(C(F)(F)F)c2)cs1 (configuration not stated)	-8	10	.	-4	-5	93	-17	0	-2	-0.2
O=c1c(-c2ccc(O)cc2)coc2cc(O)cc(O)c12	-7	-17	4	-7	8	102	-83	-2	-1	-0.7
O=C(Nc1ccccc1)c1cc2c(=O)c3ccccc3oc2nc1C(F)(F)F	-4	4	-7	2	-1	98	11	0	6	-0.2
CC(OC(=O)c1ccccc1C(=O)N(C)Cc1ccccc1)C(=O)NC1(C#N)CCCCC1 (configuration not stated)	-4	4	-1	-4	-1	101	-1	-2	0	-0.1
Cc1nc2cc3c(=O)n(C)cnc3cc2n1Cc1ccccc1	5	-13	-9	-12	8	97	-10	2	10	-1.7
CCCCCn1cnc2sc(CC)cc2c1=O	-7	9	6	-6	1	98	-14	0	0	-3.3
Cc1ccc(S(=O)(=O)Nc2cccc(C(=O)NCC(c3ccco3)N(C)C)c2)cc1F (configuration not stated)	0	8	3	1	0	100	12	-2	4	-1.4
CCOC(=O)Cc1csc(NC(=O)/C=C/c2ccccc2Cl)n1	-3	0	5	-12	9	97	-23	-1	-1	3.7
CCC(=O)N1CCc2cc(S(=O)(=O)CCC(=O)N3CCN(c4ccc(F)cc4)CC3)ccc21	-1	2	8	-3	-7	100	18	1	0	-0.1
Cc1ccc2cc(CCNS(=O)(=O)c3ccc(F)cc3)c(=O)[nH]c2c1C	-20	16	-3	-7	-4	97	0	-4	5	1.1
COc1cccc(C(=O)NN2CC(O)=C(c3nc(C)cs3)C2=N)c1	3	8	-1	5	-2	99	9	-1	-2	-2.9
CCCCCCCCCCCCCCCC(=O)OC/C=C(C)/C=C/C=C(C)/C=C/C1=C(C)CCCC1(C)C	-4	24	-10	3	-5	107	1	1	-1	-0.3
Cc1ccc(N=C2NC(=O)CS2)cc1C	-3	-6	1	4	-5	94	-17	1	-2	-1.3
CC1CCN(c2c(NCc3ccc(C(=O)N4CCN(C5CCCCC5)CC4)cc3)c(=O)c2=O)CC1	1	-5	-7	-2	-12	107	-7	-3	-9	-1.5
Cc1nnc(SCC(=O)NNC(=O)C(C)C)[nH]c1=O	5	3	-11	4	0	101	-9	5	2	-2.1
COc1ccc(S(=O)(=O)NCCOc2ccccc2)cc1-n1cnnn1	-5	12	-4	8	2	97	4	2	-3	0.2
CC(C)c1nc2oc3ccccc3c(=O)c2c(=O)n1-c1ccccc1	6	3	-3	-10	3	100	.	2	1	-0.5
O=C(c1ccccc1)C(Nc1ccccn1)c1ccccc1 (configuration not stated)	-4	2	-1	-5	-13	98	-12	-1	-2	3.2
CCOC(=O)c1[nH]c(C)c(C(=O)NCc2ccco2)c1C	8	4	-4	-8	-9	106	-20	0	1	-1.5
Cc1ccc(/C(N)=N/OC(=O)c2cccs2)cc1	-14	0	7	3	-3	98	-37	-14	2	3.3
Cc1ccc(OCC(=O)OCC(=O)NC2CCCCCC2)cc1C	12	0	0	-20	14	99	-15	1	5	3.7
CNc1nnc(SCC(=O)c2cc(C)n(C3CC3)c2C)s1	-6	4	16	10	-1	94	-39	-1	5	-0.6
CC(=O)c1ccc(N2C(=NC(=O)CCC3CCCC3)SC3CS(=O)(=O)CC32)cc1 (configuration not stated)	4	2	-12	4	-9	97	-12	-2	4	1.7
Cc1ccc(Cl)cc1N1CCN(C(=O)CN(c2ccccc2)S(=O)(=O)N(C)C)CC1	-10	5	-5	8	2	99	20	-3	-6	-2.8
CCOc1ccc(C2/C(=C(/O)c3ccc4c(c3)CC(C)O4)C(=O)C(=O)N2CCCn2ccnc2)cc1OCC (configuration not stated)	-1	10	0	-2	-2	98	-9	1	1	-3.7
CN(C(=O)c1ccc(NC(=O)Cc2ccc(NC(=O)C3CCCN(C(=O)C4CCCC4)C3)cc2)cc1)C1CCCC1 (configuration not stated)	-13	-3	-19	8	-3	95	1	0	4	0.1
COc1ccc(OC)c(C(=O)NC(CC(N)=O)c2ccc(N3CCN(c4ccccn4)CC3)c([N+](=O)[O-])c2)c1 (configuration not stated)	2	8	5	3	-1	100	-26	-2	-1	-0.2

Sorted by value in NOD2-RIPK2 inh (descending): three of the compounds above.
| structure | NOD2-RIPK2 inh |
| --- | --- |
| CCn1cc(/C=C(\NC(=O)c2ccc(OC)c(OC)c2)C(=O)NCCCN2CCOCC2)c2ccccc21 | 8 |
| CC1CN(C(=O)COC(=O)c2ccccc2O)CC(C)O1 (configuration not stated) | 0 |
| OC(COc1ccc(Cl)cc1)CN1CCN(c2ccccc2)CC1 (configuration not stated) | -8 |

(list continues)
SMILES	H9c2 protect	MC4R antag cAMP	TLR9-MyD88 inh	NOD2-RIPK2 inh	ABHD5-PLIN5 inh	ABCB6 inh MLPCN	NCOA2 inhibitor	N-glyco inh	m5-HT2A agonist	MC4R barr agon
CC1CCN(C(=O)c2ccc(NS(=O)(=O)c3ccc4[nH]c(=O)[nH]c4c3)cc2)CC1	11	7	8	1	2	96	16	2	6	-1.4
Nc1c(Cl)nc(-c2ccccc2)nc1Cl	-7	17	-5	-5	4	102	8	-1	1	-2.6
COc1ccc(C2C(=O)N(C3CCCCC3)CC(=O)N2Cc2ccc3c(c2)OCO3)cc1 (configuration not stated)	7	6	-15	-5	4	98	-9	-5	6	-0.4
COc1cc(C2c3c(-c4ccccc4)n[nH]c3C(=O)N2c2ccc(C(=O)O)cc2)ccc1O (configuration not stated)	0	9	13	-2	4	98	.	-3	5	-0.7
Cc1ccc(/C=C/C(=O)NCc2cccs2)cc1	-5	-2	-10	3	3	98	-50	2	1	-0.3
O=C(O)/C=C/C(=O)N(CC1CCCO1)C1CC(=O)N(c2c(Cl)cccc2Cl)C1=O (configuration not stated)	-1	4	-12	10	10	98	38	-11	-3	-2.4
CC(=O)N1CCc2cc(S(=O)(=O)N3CCc4ccccc43)ccc21	-12	4	-11	0	-2	98	-3	-1	-3	-0.2
Cc1ccc(C(NC(=O)N2CCCCC2)=C(Cl)Cl)cc1F	11	12	2	-9	3	97	10	18	-1	2.0
O=C(NCc1ccco1)c1cccc(Nc2nc3ccc(Br)cc3[nH]2)c1	-18	12	3	-1	1	98	26	-2	-4	4.8
CC(C)NC(=S)NC(=O)c1ccc(-c2ccccc2)cc1	-14	3	5	4	-16	92	-5	-2	-3	-1.8
O=C(NCc1ccncc1)C1=NN(c2ccccc2)C(=O)CC1	6	-1	-3	-10	-5	97	3	0	3	-0.7
CC(C)(C)c1ccc(C(=O)NCC(=O)N/N=C/c2cccnc2)cc1	-9	2	-8	-1	2	96	-13	0	3	-1.5
CCOC(=O)c1c(NC(=O)CSc2nc3cccnc3n2C)sc(C(C)=O)c1C	-16	11	10	-6	8	92	.	-4	-1	-2.1
CN(Cc1c(C(=O)N/N=C/c2cccc(F)c2)nnn1-c1nonc1N)c1ccccc1	-2	-1	-85	0	-6	109	-28	-1	-3	-0.5
Cc1cc(C)nc(NC(=O)c2ccc(OC(C)C)cc2)n1	-8	1	-4	-6	-5	110	-19	0	2	0.7
COC(=O)Cc1c(O)ccn(Cc2ccc3c(c2)OCO3)c1=O	11	5	10	-3	0	106	16	0	-2	-2.6
Cc1ccc(S(=O)(=O)NNC(=O)c2ccncc2)cc1	8	0	-4	-3	-2	101	14	0	0	-1.4
CCOC(=O)C1=C(C)NC(C)=C(C(=O)OCC)C1C1=COCCO1	1	2	0	7	-6	100	-31	1	8	-1.3
